Screens: PubChem BioAssay, Broad Institute
F508del corr – CFTR F508del correction in bronchial cells | CFBE cells, YFP halide quenching; stimulated with forskolin plus potentiator P3; % fluorescence drop versus neutral controls | activity (quench increase), % at 7.58 µM | actives 0.36% (n = 350,000);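 active = mean added fluorescence quench of at least 8% versus neutral control, with both replicates also reaching 8%; inconclusive = only one of the mean or replicate conditions met; inactive = mean below 8% and not both replicates reaching 8%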;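 also: cells transiently co-express mutant CFTR-F508del with the halide-sensitive YFP; corrector assay measuring rescue of mutant channel to the surface after 24 h compound exposure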
CASP6 VEID inh – blocks human caspase-6 cleavage activity; actives 0.53% (n = 350,000); P55212; inhibition, % at 12.5 µM; purified caspase-6, Z-VEID-R110 cleavage fluorescence; AID 686996;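 active = mean inhibition across replicates at least about 35%, with every replicate also reaching that limit, limit read from the data; inconclusive = only one of the two criteria met; inactive = neither criterion met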;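 also: 0% = median of neutral control wells and 100% = no fluorescence left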
GSIS activator – GLuc luminescence reporter in INS-1E cells, primary screen for activators of glucose-dependent secretion of insulin; INS-1E GLuc reporter insulin secretion, 2-3 h; actives 0.61% (n = 370,000); activation, % at 16.6 µM;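 active = lowest replicate activation of at least 40%, so every replicate reaches that level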;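 also: 0% = median of neutral control wells and 100% = median of IBMX positive control wells; some compounds called inactive have numbers as strong as hits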
XiGFP reactiv – reactivates the inactive X chromosome in mouse fibroblasts. actives 0.055% (n = 360,000). activation, % at 7.58 µM. XiGFP mouse fibroblasts, % GFP-positive cells imaging, 3 d; cells co-treated with 5-aza-dC sensitizer; scaled so ellipticine positive control = 100%;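 active = mean normalized replicate activation at least 10% and every replicate at or above 10%; inconclusive = only one of the two criteria met; inactive = mean below 10% and not all replicates reach 10%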;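 also: 0% = median of on-plate neutral control wells and 100% = ellipticine 6 µM median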
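Schedule: 3 d treatment, 15 min room-temperature fixation; system: 68-5-11 XiGFP fibroblast line; buffer or medium: DMEM plus 5-aza-dC sensitizer; control set: ellipticine 6 µM positive control; compound: one concentration, pinned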
DENV2 CPE – inhibitors of DENV2 cytopathic effect | DENV2-infected cells, cytopathic effect rescue, plate reader | CPE inhibition, % at 9.99 µM | actives 1.7% (n = 350,000) | AID 651640; in the data active = CPE inhibition above about 20%, passing the limit was not always enough; inconclusive = no clear call, values can overlap the other calls; tested in BHK-21 cells;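 also: 0% = median of neutral control wells and 100% = median of positive control wells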
RAD52 anneal inh – inhibitors of human RAD52 DNA annealing. P43351. recombinant RAD52 DNA annealing, FRET fluorescence. inhibition, % at 18.7 µM. actives 0.46% (n = 360,000). AID 651710;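 active = every replicate showing at least 50% inhibition; inconclusive = mean inhibition at least 50% but not in every replicate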
Target sequence (P43351 whole entry, looked up): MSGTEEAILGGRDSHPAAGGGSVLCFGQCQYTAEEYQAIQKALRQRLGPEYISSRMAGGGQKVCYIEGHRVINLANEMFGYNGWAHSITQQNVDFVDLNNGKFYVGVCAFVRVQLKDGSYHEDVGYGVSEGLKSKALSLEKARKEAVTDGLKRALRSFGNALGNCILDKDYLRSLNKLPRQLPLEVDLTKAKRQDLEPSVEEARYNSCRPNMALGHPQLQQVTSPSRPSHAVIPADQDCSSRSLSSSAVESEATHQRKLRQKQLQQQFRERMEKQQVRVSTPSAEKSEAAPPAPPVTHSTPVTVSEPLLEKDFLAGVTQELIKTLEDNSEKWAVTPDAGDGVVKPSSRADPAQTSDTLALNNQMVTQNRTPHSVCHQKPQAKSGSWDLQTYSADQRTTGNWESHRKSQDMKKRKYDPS
E-selectin induc – induces E-selectin expression in human endothelial cells | P16581 | HUVEC E-selectin immunofluorescence imaging; normalized: neutral wells 0, TNF-alpha wells 100 | activation, % at 7.58 µM | actives 0.37% (n = 260,000);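 active = mean E-selectin-positive cell signal at least 10% of the positive control, reached in at least 60% of replicates, without over 20% cell loss; inconclusive = no rule given, readout overlaps actives, possibly toxicity-flagged; inactive = the rest, including those meeting only one limit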;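 also: in these data hits start at about 27%; measured in HUVEC primary endothelial cells; signal is the percent of cells scored E-selectin positive by PE staining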
Target sequence (P16581 whole entry, looked up): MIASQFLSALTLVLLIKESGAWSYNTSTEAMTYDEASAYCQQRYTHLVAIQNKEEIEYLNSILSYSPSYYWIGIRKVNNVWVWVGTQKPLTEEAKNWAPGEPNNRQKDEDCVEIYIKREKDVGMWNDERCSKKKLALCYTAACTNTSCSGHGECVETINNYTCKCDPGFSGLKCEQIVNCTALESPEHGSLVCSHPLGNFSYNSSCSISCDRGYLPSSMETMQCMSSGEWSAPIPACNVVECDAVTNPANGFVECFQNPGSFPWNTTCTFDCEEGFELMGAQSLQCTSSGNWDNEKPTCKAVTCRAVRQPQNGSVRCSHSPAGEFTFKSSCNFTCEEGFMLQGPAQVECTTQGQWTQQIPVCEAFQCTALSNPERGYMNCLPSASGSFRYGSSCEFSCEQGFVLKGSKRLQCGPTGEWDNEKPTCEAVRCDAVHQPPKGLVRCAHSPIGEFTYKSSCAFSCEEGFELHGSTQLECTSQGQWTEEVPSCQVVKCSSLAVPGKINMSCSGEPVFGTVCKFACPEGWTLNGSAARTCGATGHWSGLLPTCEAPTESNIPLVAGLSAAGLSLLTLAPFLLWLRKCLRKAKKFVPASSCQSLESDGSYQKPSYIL
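Test system: HUVEC | Signal: Immunofluorescence imaging | Read-out: Percent E-selectin-positive cells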
RAD54 branch – RAD54 (human) branch migration inhibition; RAD54 Holliday junction branch migration, FAM/BHQ fluorescence; AID 602329; Q92698; actives 0.14% (n = 360,000); inhibition, % at 10.4 µM;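 active = mean normalized replicate activity at least 40 and at least half of replicates scoring 40 or more; inconclusive = only one of the two criteria met; inactive = mean below 40 and under half of replicates reaching 40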;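 also: 0% = median of neutral control wells and 100% = median of positive control wells; inhibitors cause a drop in the FAM fluorescence signal; in these data hits start at about 50%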
An asterisk follows results filed as active; ? = inconclusive; / = not tested or not shown. No enrichment for hits; any-hit rate near 3.7%.

SMILES | F508del corr | CASP6 VEID inh | GSIS activator | XiGFP reactiv | DENV2 CPE | RAD52 anneal inh | E-selectin induc | RAD54 branch
CC(=O)Nc1ccc(S(=O)(=O)N(C)CC(=O)Nc2cccc(S(=O)(=O)N3CCCC3)c2)cc1 | 1.5 | 1 | 3 | 0.0 | ? | -3 | -0.2 | /
CCOc1ccc(CNC(=O)c2ccc(Sc3ccc(C)cc3)c(NC(C)=O)c2)cc1OC | / | 2 | -35 | 0.0 | -3 | -12 | -0.2 | /
COc1ccc(Nc2cc(Nc3cc(OC)c(OC)c(OC)c3)ncn2)cc1 | 4.1 | 0 | -6 | 0.0 | -6 | -11 | -0.1 | 3
O=C1NC(=Nc2cccc(O)c2)S/C1=C\c1cccc([N+](=O)[O-])c1 | 4.4 | 4 | / | 0.1 | 14 | 4 | -0.1 | /
Cc1cc(C(=O)CSc2nc(N)cc(=O)[nH]2)c(C)n1-c1ccc(OC(F)F)cc1 | 0.0 | / | 9 | 0.1 | -3 | -14 | / | -5
COc1ccc(OC)c(C(=O)NC(CC(N)=O)c2ccc(N3CCCCCC3)c([N+](=O)[O-])c2)c1 (centres undefined) | -1.3 | 5 | / | 0.1 | 3 | 7 | 0.0 | -4
C/C=C/c1ccc([C@@H]2[C@@H](CO)N3CCCCN(CCC(F)(F)F)C[C@@H]23)cc1 | -2.2 | 0 | 3 | 0.0 | -2 | 16 | -0.1 | 5
C[C@@H]1CN([C@@H](C)CO)C(=O)c2cccc(NS(=O)(=O)c3ccccc3)c2O[C@@H]1CN(C)S(=O)(=O)c1cccs1 | -0.3 | 2 | -8 | -0.8 | 8 | -20 | -0.2 | /
CCCNC(=O)Nc1ccc2c(c1)C(=O)N(C)C[C@@H](OC)[C@H](C)CN(Cc1cncnc1)[C@H](C)CO2 | -1.3 | 0 | 7 | -0.1 | ? | 3 | 0.1 | 3
O=C(N/N=C/c1cccc(Cl)c1)C(c1ccncc1)N1CCOCC1 (centres undefined) | 2.0 | 1 | 3 | 0.1 | -1 | -4 | / | -1
NC(=O)c1ncn([C@@H]2O[C@H](CNCc3ccc(OCC(=O)Nc4ccccn4)cc3)[C@@H](O)[C@H]2O)n1 | 5.4 | -3 | 0 | 0.0 | -8 | -6 | 0.0 | -5
CC(=O)Nc1ccc(NC(=O)C(C)OC(=O)c2c(NC(C)=O)sc(C)c2C)cc1 (centres undefined) | 0.5 | 0 | -9 | 0.1 | 11 | -9 | -0.2 | 9
COc1ccccc1C(=O)NC1CCSc2ccccc21 (centres undefined) | -0.7 | 1 | 10 | 0.0 | 5 | -7 | / | 0
CCC(=O)N(C)C[C@H]1[C@H](c2ccccc2)[C@@H](CO)N1C(=O)Cc1ccncc1 | 0.5 | 3 | 6 | 0.0 | 8 | 0 | 0.1 | -9
COc1ccc(/C=N/NC(=O)c2nnn(-c3nonc3N)c2-c2cccs2)c(OC)c1 | 0.7 | -6 | 11 | 0.0 | ? | -3 | / | -1
CCCC#Cc1ccc2c(c1)[C@@H]1[C@@H](CCN1C(=O)CC1CC1)[C@@H](CO)N2C | 0.1 | 2 | 7 | 0.1 | 74* | -18 | -0.1 | -4
COc1cccc(OC)c1C(=O)OCC(=O)N(c1ccccc1)C1CCCCC1 | 2.5 | -1 | / | 0.3 | 7 | -18 | / | 15
COc1cccc(N(CC(=O)NCCN2CCOCC2)S(=O)(=O)c2ccccc2)c1 | 1.1 | -2 | 34 | 0.0 | -5 | -4 | -0.1 | 14
CN1CCN(c2cc(=O)n(Cc3ccc(F)cc3)c(=O)[nH]2)CC1 | -2.8 | 0 | -7 | 0.2 | -3 | -14 | 0.0 | 5
COc1ccc(CN2CCC(C)=CC2C)cc1 (centres undefined) | -1.4 | 2 | / | / | -2 | 16 | / | 2
CC(=O)Nc1cccc(NC(=O)CSc2n[nH]c(-c3ccccc3)n2)c1 | 1.3 | -1 | -2 | 0.0 | 10 | -8 | / | -4
COc1ccc(C(=O)COC(=O)c2ccccc2C(=O)N(C)c2ccccc2)c(OC)c1 | 2.0 | 4 | 15 | -0.1 | -1 | -17 | 0.1 | 3
CCCC#Cc1cnc2c(c1)C(=O)N([C@@H](C)CO)C[C@@H](C)[C@@H](CN(C)C(=O)CN1CCOCC1)O2 | 0.3 | / | -5 | 1.4 | -4 | 6 | -0.4 | -5
Cn1c(=O)c2c(SCC(=O)Nc3ccccc3F)nc(C3CC3)nc2n(C)c1=O | -2.9 | 0 | 2 | 0.5 | 7 | 5 | 0.7 | -9
CSc1ccc(CN2CCC(Cc3ccccc3)CC2)cc1 | 1.9 | 6 | -23 | 0.0 | 1 | -4 | 3.8 | 9

Single records, as listed above. Screens in order: F508del corr, CASP6 VEID inh, GSIS activator, XiGFP reactiv, DENV2 CPE, RAD52 anneal inh, E-selectin induc, RAD54 branch
`CSc1ccc(CN2CCC(Cc3ccccc3)CC2)cc1` in the list: 1.9, 6, -23, 0.0, 1, -4, 3.8, 9
`COc1ccc(/C=N/NC(=O)c2nnn(-c3nonc3N)c2-c2cccs2)c(OC)c1` in the list: 0.7, -6, 11, 0.0, ?, -3, /, -1
`COc1cccc(N(CC(=O)NCCN2CCOCC2)S(=O)(=O)c2ccccc2)c1` in the list: 1.1, -2, 34, 0.0, -5, -4, -0.1, 14

(list continues)
SMILES | F508del corr | CASP6 VEID inh | GSIS activator | XiGFP reactiv | DENV2 CPE | RAD52 anneal inh | E-selectin induc | RAD54 branch
C[C@@H]1CN([C@@H](C)CO)C(=O)c2cc(NC(=O)C3CCCCC3)ccc2O[C@@H]1CN(C)C | 4.0 | 1 | -3 | 0.4 | -6 | -3 | 1.4 | 9
CCCC(=O)Nc1ccc2c(c1)C(=O)N(C)C[C@H](OC)[C@@H](C)CN(CC1CCCC1)[C@@H](C)CO2 | -3.2 | 7 | -1 | 0.0 | 1 | 2 | 0.0 | -12
CS(=O)(=O)c1ccc2nc(NC(=O)CN3CCOCC3)sc2c1 | -3.2 | -3 | 9 | 0.0 | 5 | -8 | / | -9
O=C(NC1CC1)C1CCN(C2CCN(C(=O)Cc3ccc(F)cc3)CC2)CC1 | -0.4 | 2 | 14 | -0.1 | -7 | -27 | 2.8 | -7
CCOC(=O)C1(Cc2ccc(OC)cc2)CCN(C(=O)C2CC(=O)N(C3CC3)C2)CC1 (centres undefined) | 1.0 | -2 | -3 | 0.0 | 2 | -2 | -2.5 | -5
CC1CCCN(S(=O)(=O)c2ccc(NC(=O)C3CC(=O)N(c4ccccc4)C3)cc2)C1 (centres undefined) | -1.0 | -2 | -32 | 0.3 | -6 | -15 | / | -6
COC(=O)c1cc(=O)n(Cc2ccc(OC)c(OC)c2)c(=Nc2ccc(F)cc2)s1 | 0.6 | -1 | -1 | -0.1 | -6 | -4 | 1.1 | 2
CSc1ccc(C(=O)C2CCCN(C(=O)c3csc(C(C)=O)c3)C2)cc1 (centres undefined) | -0.4 | -3 | 4 | -0.2 | 0 | -5 | -0.4 | /
C[C@@H](O)C#Cc1cnc2c(c1)C(=O)N([C@@H](C)CO)C[C@H](C)[C@@H](CN(C)Cc1cccc(F)c1)O2 | -2.3 | -2 | 4 | -0.1 | 6 | 5 | 0.8 | -4
CCOc1ncccc1C(=O)N1CCN(C(=O)c2ccccc2)CC1 | 3.7 | -1 | -4 | 0.0 | -7 | -6 | / | 4
Cc1c(NC(=O)CN(c2ccccc2)S(=O)(=O)c2ccc(F)cc2)c(=O)n(-c2ccccc2)n1C | 1.4 | -2 | -7 | -0.1 | -8 | -5 | -0.1 | -4
Cc1cccc(C)c1NC(=O)C1c2ccccc2OCC(=O)N1CCc1c[nH]c2ccccc12 (centres undefined) | 2.2 | -2 | 3 | 0.0 | ? | -22 | / | /
NC(=O)NCC#Cc1ccc2c(c1)[C@]1(C(=O)N2)[C@H](c2ccc(OCCO)cc2)N2[C@H](c3ccccc3)[C@H](c3ccccc3)OC(=O)[C@H]2[C@@H]1C(=O)O | -1.0 | -1 | / | / | 13 | 4 | / | /
COc1ccc(CC2SC(N)=NC2=O)cc1 (centres undefined) | -0.1 | 0 | 10 | 0.2 | 4 | -12 | -0.2 | -1
O=C(CCN1C(=O)c2ccccc2C1=O)NC(=S)Nc1ccccc1Cl | -1.5 | 2 | 3 | 0.2 | -2 | -17 | / | 0
CCOC(=O)NN1C(=O)c2ccccc2NC1c1cccc(O)c1 (centres undefined) | / | 3 | 1 | 0.0 | 4 | -6 | / | /
COc1ccc(NC(=O)N(C)C[C@@H]2Oc3ccc(NC(=O)Cc4ccccc4)cc3CC(=O)N([C@H](C)CO)C[C@H]2C)cc1 | 1.8 | -1 | -8 | 0.1 | 0 | -5 | 336* | 7
CCOC(=O)c1cnc2cc(F)c(F)cc2c1N1CCOCC1 | 0.4 | 0 | 13 | 0.0 | 6 | 5 | 0.3 | -6
Cc1cccc(C)c1NC(=S)N1CCOCC1 | -1.5 | -3 | 7 | 0.2 | 5 | -12 | / | /
O=c1cc(-c2cccnc2)oc2c1ccc1ccccc12 | 4.6 | 2 | 5 | 0.0 | -7 | 9 | / | 60*
Cc1ccc(-c2nnn(CC(=O)N(CC(=O)NC(C)C)c3cnc4ccccc4c3)n2)o1 | 0.1 | 3 | 4 | / | -1 | -2 | / | 0
Cc1nc2c([nH]c3ccccc32)c(=O)n1N | -0.1 | 5 | -5 | 0.0 | -7 | -7 | / | -5
COc1ccccc1CNC(=O)C(CC(C)C)NS(=O)(=O)c1ccc2c(c1)oc(=O)n2C (centres undefined) | -2.1 | -2 | 10 | -0.1 | -8 | -4 | -0.8 | 2
COCc1cc(C)nc(SCC(=O)NCC2CCCO2)c1C#N (centres undefined) | 3.3 | -5 | 0 | 0.1 | 14 | -5 | 0.3 | 4
C[C@@H]1CCCCO[C@H](CN(C)C)[C@H](C)CN([C@H](C)CO)C(=O)c2cc(NC(=O)Cc3ccccc3)ccc2O1 | 0.5 | -6 | 13 | -0.1 | 0 | -1 | -0.1 | 0
CCc1ccc(OCC(=O)Nc2ccc(S(=O)(=O)Nc3ccccn3)cc2)cc1 | 4.4 | 1 | -5 | / | 1 | -11 | / | 1
COc1ccccc1S(=O)(=O)N[C@H]1C=C[C@H](CC(=O)N2CCN(C)CC2)O[C@H]1CO | -3.7 | -1 | -18 | -0.8 | ? | 4 | -0.2 | -4
COc1ccc(S(=O)(=O)CCC(=O)Nc2cc(C)ccc2OC)cc1 | -3.8 | -1 | 0 | 0.2 | 2 | -14 | -8.6 | /

Ordered by the number under RAD52 anneal inh (descending): four from the list above
canonical_smiles,F508del corr,CASP6 VEID inh,GSIS activator,DENV2 CPE,RAD52 anneal inh
COc1ccc(NC(=O)N(C)C[C@@H]2Oc3ccc(NC(=O)Cc4ccccc4)cc3CC(=O)N([C@H](C)CO)C[C@H]2C)cc1,1.8,-1,-8,0,-5
CCOC(=O)NN1C(=O)c2ccccc2NC1c1cccc(O)c1 (centres undefined),/,3,1,4,-6
O=C(CCN1C(=O)c2ccccc2C1=O)NC(=S)Nc1ccccc1Cl,-1.5,2,3,-2,-17
Cc1cccc(C)c1NC(=O)C1c2ccccc2OCC(=O)N1CCc1c[nH]c2ccccc12 (centres undefined),2.2,-2,3,?,-22
